# Source: PubChem BioAssay
# POLI inh = inhibitors of human DNA polymerase iota; AID 588590; actives 1% (n = 390,000); Potency, µM (doses to about 115 µM), without a hit: top-dose activity, negative = inhibition, usual class: inhibitors; Q9UNA4; Pol iota fluorescent replication assay, 10 min; further: potency means the concentration at half of the fitted maximal effect
#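 Fluorescent replication assay read twice, at 0 min and 10 min after adding 50 nM (final) substrate. Enzyme (10 nM) and compounds were first incubated 15 min at room temperature; enzyme-free buffer wells were negative controls.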
# Pol beta inh = inhibitors of human DNA polymerase beta | actives 1.3% (n = 340,000) | Potency, µM (titrated, usually from 114 µM), for the others: at the highest dose activity change, negative = inhibition, usual class: inhibitors | AID 485314 | P06746 | Pol beta primer extension/strand displacement, fluorescence kinetic; further: potency means the concentration at half of the fitted maximal effect; on the % scale 0 is the no-effect control and ±100 the full control effect
#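 Values derive from four-parameter Hill fits of normalized kinetic data: reads at 0 and 10 min following addition of 50 nM substrate to 10 nM Pol beta preincubated 15 min with compound.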
# APEX1 inh = APE1 (human) endonuclease inhibition. P27695. recombinant APE1, TAMRA/BHQ-2 abasic DNA cleavage fluorescence. Potency, µM (top dose mostly 65.8 µM), without a hit: top-dose activity change, negative = inhibition, most hits filed as inhibitors. actives 0.35% (n = 350,000);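 further: potency means the concentration at half of the fitted maximal effect; plate controls were vehicle for no effect and reference inhibitor for full effect; nearly all actives have a fitted effect of over 55% in size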
#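 0.75 nM APE1 + cpd, 15 min RT; start w/ 50 nM TAMRA/BHQ-2 THF-abasic dsDNA; kinetic fluor 525/598 nm ×3 reads @60 s; Δ(read3−read1); normalized to DMSO and NSC13755 control wells.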
# Apoferritin bind = candidate novel general anesthetic via apoferritin binding; P02791; actives 0.074% (n = 350,000); Potency, µM (top dose mostly 77.5 µM), for inactives: at the highest dose activity change, negative = displacement, actives largely listed as inhibitors; apoferritin/1-aminoanthracene competitive binding, fluorescence; further: potency means the concentration at half of the fitted maximal effect; on the % scale 0 is the no-effect control and ±100 the full control effect; nearly all actives have a fitted effect of over 20% in size
#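 Concentration-response curves derived by four-parameter Hill fitting of normalized fluorescence, where compounds displaced 1-AMA from 10 uM horse apoferritin following a brief 10 min room-temperature incubation; propofol titration acted as positive control.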
# ERG-DNA inh = inhibitors of human ERG Ets domain-DNA interaction; fluorescence polarization, His-ERG Ets domain / labelled DNA; Potency, µM (doses to about 76.9 µM), inactives show at the top dose FP activity, negative = inhibition, hits mostly inhibitors; actives 0.028% (n = 370,000); AID 624246; active means well fitted inhibition curve with a large enough effect in the polarisation, with a control signal flat; inconclusive means small, poorly fitted or top-dose-only effect, or effect the other way, or a change in a side signal; inactive means no such curve, though single readings can be large or run the other way; the % refers to the polarisation;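 further: polarization taken with two DNA probes labelled with fluorescein and Texas red; potency means the concentration at half of the fitted maximal effect; % of control where 0% means no effect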
#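 His-tagged ERG Ets domain (1 uM in the protein solution; 300mM KCl, 50mM Tris-HCl, 1mM EDTA, 1mM DTT, pH 7.5) received compound, then a probe mix of 5 nM fluorescein-DNA and 100nM Texas-615-DNA. Fluorescence polarization was read for both dyes.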
# Pol kappa inh = blocks human DNA polymerase kappa activity | purified Pol kappa, fluorescent DNA synthesis assay, 10 min | Potency, µM (series often up to 107 µM), for the others: at the top dose activity, negative = inhibition, most hits filed as inhibitors | actives 0.53% (n = 400,000); further: potency means the concentration at half of the fitted maximal effect; on the % scale 0 is the no-effect control and ±100 the full control effect
#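 Pol kappa 10 nM + cpd, 15 min RT; start w/ substrate 50 nM final; fluorescence kinetic read, 0 and 10 min. Neg ctrl: buffer, no enzyme.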
# TRHR agonist = agonists of human TRH receptor; TRHR cells, calcium flux fluo-8, FDSS agonist mode; AID 493084; activation, % at 2 µM; P34981; actives 0.18% (n = 360,000); in the data active means activation above about 30%; further: 0% is about no effect
#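 Fluo-8-loaded TRHR cells; 10 s baseline, compound added, kinetic Ca2+ fluorescence read 1/s, agonist mode.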
# BLM helicase inh = Bloom syndrome helicase (human) inhibition | P54132 | AID 2528 | actives 0.2% (n = 350,000) | recombinant BLM DNA unwinding, fluorescence dequenching | Potency, µM (titrated, usually from 56.1 µM), without a hit: top-dose activity change, negative = inhibition, hits mostly inhibitors;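 further: potency means the concentration at half of the fitted maximal effect; plate controls were vehicle for no effect and no enzyme for full effect; nearly all actives have a fitted effect of over 35% in size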
# Target sequence (P54132 whole entry, looked up): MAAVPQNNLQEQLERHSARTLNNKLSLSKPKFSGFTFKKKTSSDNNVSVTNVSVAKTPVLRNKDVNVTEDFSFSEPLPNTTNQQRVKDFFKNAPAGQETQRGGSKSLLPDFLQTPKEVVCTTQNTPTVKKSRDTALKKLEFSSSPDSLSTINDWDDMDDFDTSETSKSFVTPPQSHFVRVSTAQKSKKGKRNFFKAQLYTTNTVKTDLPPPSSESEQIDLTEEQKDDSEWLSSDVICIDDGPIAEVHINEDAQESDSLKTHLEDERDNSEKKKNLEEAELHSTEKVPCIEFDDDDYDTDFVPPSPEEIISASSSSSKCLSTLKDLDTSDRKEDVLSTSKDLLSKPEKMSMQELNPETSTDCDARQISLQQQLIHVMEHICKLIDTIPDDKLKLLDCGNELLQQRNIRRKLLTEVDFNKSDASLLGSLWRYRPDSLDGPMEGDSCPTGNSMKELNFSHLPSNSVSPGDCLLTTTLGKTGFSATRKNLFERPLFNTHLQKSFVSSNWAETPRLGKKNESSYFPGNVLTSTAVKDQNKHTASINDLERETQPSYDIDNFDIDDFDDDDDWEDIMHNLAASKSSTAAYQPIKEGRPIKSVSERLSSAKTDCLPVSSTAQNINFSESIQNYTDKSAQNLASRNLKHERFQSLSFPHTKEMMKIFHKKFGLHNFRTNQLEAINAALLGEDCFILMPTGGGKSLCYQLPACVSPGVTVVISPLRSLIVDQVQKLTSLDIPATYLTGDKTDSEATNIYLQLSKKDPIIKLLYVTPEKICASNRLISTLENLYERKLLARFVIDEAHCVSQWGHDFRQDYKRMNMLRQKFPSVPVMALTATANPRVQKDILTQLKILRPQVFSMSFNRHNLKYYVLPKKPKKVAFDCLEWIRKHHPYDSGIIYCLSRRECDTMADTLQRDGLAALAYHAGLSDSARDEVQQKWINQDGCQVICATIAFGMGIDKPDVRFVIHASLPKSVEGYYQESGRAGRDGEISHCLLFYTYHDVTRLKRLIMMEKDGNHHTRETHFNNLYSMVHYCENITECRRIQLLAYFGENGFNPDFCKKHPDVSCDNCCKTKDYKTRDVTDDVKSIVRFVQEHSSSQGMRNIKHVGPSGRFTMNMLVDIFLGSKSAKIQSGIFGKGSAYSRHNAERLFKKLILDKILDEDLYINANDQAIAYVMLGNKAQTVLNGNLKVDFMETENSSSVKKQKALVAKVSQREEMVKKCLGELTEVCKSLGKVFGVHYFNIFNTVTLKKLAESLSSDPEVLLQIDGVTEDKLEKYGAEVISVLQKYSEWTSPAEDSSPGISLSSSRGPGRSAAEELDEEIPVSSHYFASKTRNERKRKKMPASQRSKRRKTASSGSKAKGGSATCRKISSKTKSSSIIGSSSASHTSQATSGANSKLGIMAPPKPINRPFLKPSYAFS
# 12-LOX inh = inhibitors of human 12S-lipoxygenase ALOX12; Potency, µM (doses to about 108 µM), inactives show at the highest dose activity change, negative = inhibition, hits mostly inhibitors; purified 12hLO, xylenol orange hydroperoxide absorbance; AID 1671190; P18054; actives 1.1% (n = 580,000); further: potency means the concentration at half of the fitted maximal effect; on the % scale 0 is the no-effect control and ±100 the full control effect
#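 Purified human 12hLO (150 nM final) in 25 mM Hepes, 0.01% Triton X-100, pH 7.0 was preincubated 15 min at room temperature with compound. Then 40 uM arachidonic acid was added, 30 min. Hydroperoxide was read by Fe-XO absorbance ratio 573/405 nm.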
# Starred values were filed as active, the others as inactive; ? = inconclusive; nt = not tested or not shown; & = joins results of further samples; [ ] = remark or other dose. Unless noted, the call rests on the fitted dose curve; in most records, active means well fitted curve in the direction sought with a large enough effect; inconclusive means small, poorly fitted or top-dose-only effect, or another doubt; inactive means no such curve, though single readings can be large; an effect the other way counts as inactive or inconclusive. Not all compounds are listed. The share of hits here may be higher or lower than overall.
SMILES,POLI inh,Pol beta inh,APEX1 inh,Apoferritin bind,ERG-DNA inh,Pol kappa inh,TRHR agonist,BLM helicase inh,12-LOX inh
O=C(Nc1ccc2nccnc2c1)c1cnccn1,18%,1%,-1%,-6%,2%,-15%,0.0,2%,-3%
Cc1ccc(C(NC(=O)C2CCCCC2)c2c(O)ccc3ccccc23)cc1 (stereo not given),-7%,?,-8%,0%,-2%,-8%,0.0,-10%,3%
O=C(CCn1c(=O)oc2ccc(Cl)cc21)N1CCN(Cc2ccccc2)CC1,-6%,-9%,49%[activator],0%,-7%,-1%,0.1,-3%,-25%
CCOC(=O)c1c(C)[nH]c(C)c1S(=O)(=O)N1CCC(C(=O)NCc2ccccc2)CC1,8%,-3%,nt,-2%,2%,-17%,-0.1,-3%,-13%
O=C(OCc1ccccc1F)c1ccc2c(c1)-c1ccccc1C2=O,11%[58.9 µM],23%,?,-8%,-7%,-8%,0.5,-1%,-22%
COc1ccc(NC(=O)Nc2cccc3c2O[C@H](CN(C)C(=O)Nc2ccccc2)[C@@H](C)CN([C@H](C)CO)C3=O)cc1,36%[activator],nt,-11%,nt,-1%,-23%,nt,nt,-12%
O=C(/C=C/c1ccco1)N1CCN(c2ncccn2)CC1,3%,?,?,0%,2%,-13%,-0.1,-8%,-24%
CN(C)c1cc(Cl)c2nonc2c1N,10µM*,-26%,?,-10%,4%,-23%,-0.7,35µM*,40µM*
CCC1CN(C(=O)N2CCC(C(=O)NCc3ccc(OC)cc3OC)CC2)c2ccccc2O1 (stereo not given),11%,37%,-10%,-3%,2%,8%,-0.5,0%,-1%
Cc1ccc(CCNC(=O)c2ccc(CS(=O)(=O)c3ccc(Br)cc3)o2)cc1,-43%,-2%,nt,4%,-1%,-4%,-0.3,-1%,-21%
COc1cccc(C(=O)NCC(=O)N/N=C/c2cn[nH]c2-c2ccccc2)c1,13%,-23%,?,?,-8%,-2%,0.2,-3%,4%
CCCCOc1ccc(NC(=O)c2cc3c(n(-c4ccc(Cl)cc4)c2=O)CCCC3=O)cc1,19%,-19%,nt,-12%,-3%,10%,-1.5,-2%,-15%
CC(C)CNC(=O)c1ccccc1NC(=O)/C=C/c1cccc([N+](=O)[O-])c1,18%,1%,11%,0%,-13%,0%,0.5,5%,-7%
O=C(O)CCCn1c(O)c(C=C2N=c3ccccc3=N2)sc1=S,5%,19%,8%,-11%,3%,-14%,-0.7,4%,?
COc1ccc(Nc2cccc3ccccc23)cc1,16%,nt,-10%,nt,4%,-3%,0.0,nt,?
O=C(Nc1cc2c3c(c1)C1CCCC1CN3CC1CCCC21)c1ccc([N+](=O)[O-])cc1 (stereo not given),0%,-10%,-1%,-12%,2%,-1%,-0.1,-13%,-26%
CC(=O)N1CCN(C(=O)C(=O)Nc2c3c(nn2-c2ccc(Cl)cc2)CSC3)CC1,6%,-1%,nt,5%,2%,-11%[60.1 µM],0.3,1%,-5%
COCCNC(=O)C(c1ccc(O)cc1)N(Cc1ccco1)C(=O)CCC(=O)Nc1nccs1 (stereo not given),-3%,0%,-7%,3%,-12%,-7%,-1.5,-4%,0%
CCN1C(=O)c2cccc3c(S(=O)(=O)Nc4ccccc4OC)ccc1c23,12%,18%,-5%,-22%,3%,2%,56*,0%,-1%
COC(CNC(=O)[C@H](Cc1ccccc1)N1Cc2ccccc2C1=O)OC,19%,18%,-18%,-3%,0%,-1%,-0.7,-3%,0%
CC(C)(C)c1nnc(NC(=O)c2ccc(Cl)nc2)s1,-18%,20%,0%,-1%,-1%,11%,0.2,1%,-3%
O=C(CC1SC(N2CCOCC2)=NC1=O)Nc1cccc(C(F)(F)F)c1 (stereo not given),16%,nt,22%,nt,5%,-2%,nt,nt,10%
NC(=O)C1CCN(C(=O)C2c3ccccc3C(=O)N3CCc4ccccc4C23)CC1 (stereo not given),-15%[58.9 µM],18%,-1%,-7%,3%,-27%,-0.8,0%,7%
COc1ccc(C2c3c(oc4ccc(Cl)cc4c3=O)C(=O)N2CCN2CCOCC2)cc1 (stereo not given),72%[activator],-1%,-1%,-9%,7%,0%,2.7,1%,?

# Full records as entered above. Values in the order: POLI inh, Pol beta inh, APEX1 inh, Apoferritin bind, ERG-DNA inh, Pol kappa inh, TRHR agonist, BLM helicase inh, 12-LOX inh
# Listed for COCCNC(=O)C(c1ccc(O)cc1)N(Cc1ccco1)C(=O)CCC(=O)Nc1nccs1 (stereo not given) = -3%, 0%, -7%, 3%, -12%, -7%, -1.5, -4%, 0%
# Listed for O=C(Nc1cc2c3c(c1)C1CCCC1CN3CC1CCCC21)c1ccc([N+](=O)[O-])cc1 (stereo not given) = 0%, -10%, -1%, -12%, 2%, -1%, -0.1, -13%, -26%
# Listed for O=C(O)CCCn1c(O)c(C=C2N=c3ccccc3=N2)sc1=S = 5%, 19%, 8%, -11%, 3%, -14%, -0.7, 4%, ?

# Other compounds:
SMILES,POLI inh,Pol beta inh,APEX1 inh,Apoferritin bind,ERG-DNA inh,Pol kappa inh,TRHR agonist,BLM helicase inh,12-LOX inh
CCCCCCSc1ccc(-c2nc3cnccn3c2NCCCC)cc1,?,nt,-29%,nt,1%,-11%,nt,nt,-3%
COc1cc(SC)ccc1C(=O)NCCc1c[nH]c2ccccc12,110%[activator],?,-16%,-2%,-6%,-13%,-0.7,-8%,6%
COC1=C/C(=C/c2c(N)n3cc(C)sc3nc2=O)C=CC1=O,27%,2%,4%,6%,-2%,-9%,8.5,-2%,?
COc1cccc(CN2C(=O)c3ccccc3S2(=O)=O)c1,25%,-1%,57%[activator][12.4 µM],-10%,7%,-6%,0.3,-2%,29%
Cc1nc2nc(SCC(=O)NCc3ccccc3Cl)nn2c(C)c1Cc1ccccc1,2%,21%,nt,-16%,-1%,-3%,-0.5,2%,-15%
CC1CCN(C(=O)c2[nH]cnc2C(=O)NCc2ccccc2)CC1,17%,nt,-7%,nt,4%,-21%,-0.1,nt,3%
O=C(NC(=S)Nc1ccc(N2CCN(C(=O)c3ccccc3)CC2)cc1)c1cccs1,68%[activator],-2%,21%,-18%,5%,-5%,0.5,-5%,?
O=C(Nc1ccc(NC(=O)c2ccccc2)nc1)c1ccncc1,15%,-6%,-2%,-7%,0%,5%,0.3,-2%,-1%
COC/C=C/C1=CC2=CC(=O)C(C)(OC(=O)c3cnc4ccccc4n3)C(=O)C2=CN1c1ccccc1 (stereo not given),?,?,0%[12.4 µM],-9%,-5%,79µM*,-0.1,-6%[12.4 µM],?
CCN1C(=O)C(CC(=O)Nc2ccc(Br)cc2)N(CCCc2ccccc2)C1=S (stereo not given),7%,-17%,-4%,?,-3%,-7%,5.1,-14%,?
Cc1cc(C)cc(OCC(=O)OCC(=O)NC2CC2)c1,31%[activator],nt,25%,nt,-1%,-5%,nt,nt,4%
CCCCN(CCCC)CCCN1CC(=O)N2[C@@H](Cc3c([nH]c4ccccc34)C2(C)C)C1=O,40%[activator],6%,17%,-10%,-4%,-2%,3.5,-1%,3%
Cc1ccc(-c2cc(C(=O)N/N=C/c3ccccc3O)n[nH]2)o1,23%,-28%,53%[activator],-2%,10%,-1%,1.3,-4%,-20%
CC1Cc2nc(SCC(=O)N3CCOCC3)n(C)c(=O)c2S1 (stereo not given),41%[activator],11%,12%,-5%,-1%,-11%,-0.2,-3%,-16%
CN(C)c1ccc(CNC(=O)C(Cc2ccccc2)NS(=O)(=O)c2ccc3c(c2)oc(=O)n3C)cc1 (stereo not given),28%,28%,nt,4%,8%,-4%,0.6,-3%,-23%
Cn1nc(N)nc1N1CCN(c2ccc(F)cc2)CC1,26%,19%,-1%,-3%,1%,-5%,0.3,-4%,-1%
CC1(C)CC(NC(=O)c2ccccc2C(=O)NC2CC(C)(C)NC(C)(C)C2)CC(C)(C)N1,-4%,0%,4%,-4%,-5%,5%[60.1 µM],0.5,0%,1%
Cc1ccc(S(=O)(=O)N2CCCCC2)cc1NC(=O)c1c(-c2ccccc2)noc1C,-2%,nt,17%,nt,-12%,-1%,1.7,nt,4%
CCN1C(=NCC(C)C)N[C@@H](c2cccc(F)c2)C(C(=O)OC)=C1C,18%,19%&24%,23%&-3%,-15%&-6%,8%,6%,1.4&0.8,0%&-1%,?
CCN(CC)S(=O)(=O)c1ccc(Cl)c(NC(=O)COC(=O)/C=C/c2cc(OC)c(OC)c(OC)c2)c1,102%[activator],38%,-5%,-11%,11%,-4%,0.4,-4%,-16%
CCCn1c(=S)[nH]c2cc(C(=O)NCC3CCCO3)ccc2c1=O (stereo not given),8%,7%,1%,-4%,4%,-9%,-0.3,-2%,12%[57.4 µM]
CCN1C(=O)[C@H]2[C@@H](c3ccc(-c4ccc(F)cc4)cc3)N[C@@](Cc3ccccc3)(C(=O)OC)[C@H]2C1=O,18%,nt,-15%,nt,7%,1%,0.7,nt,-5%
COc1ccc(N2C(=O)CC(Cc3ccc(Br)cc3)C2=O)cc1 (stereo not given),29%,72%[activator],?,-3%,10%,0%,0.1,0%,1%
COc1ccc(/C=N/NC(=O)CCn2c3ccccc3c3ccccc32)cc1O,19%,-19%,?,-12%,nt,-10%,-0.2,-10%,1%
CC(c1ccco1)N(C(=O)CSc1ccc(Br)cc1)c1ccccn1 (stereo not given),4%,4%,2%,?,-8%,-2%,0.1,-2%,0%
O=C(NCCCN1CCN(c2ccccc2F)CC1)C1CC(=O)N(C2CCCC2)C1 (stereo not given),15%,9%,-6%,2%,-11%,10%,-0.5,2%,7%
Cc1ccc(NC(=O)CN(c2ccccc2)S(=O)(=O)N(C)C)cc1,6%,-3%,0%,-12%,-2%,0%,0.1,-1%,-9%
CC(Oc1ccc(Cl)cc1Cl)C(=O)Nc1ccc(O)cc1 (stereo not given),71%[activator],5%,-2%,-13%,-5%,-3%,-2.7,-11%,5%
CCN(C(=O)CSc1nc2ccccc2n1CC(=O)Nc1ccc(F)cc1F)c1ccccc1,-15%,5%,nt,149%[activator],3%,-11%[60.1 µM],-1.3,0%,-20%
